From PubChem
BL2 CD40 inh = CD40 pathway inhibition in BL2 cells; BL2 NF-kB luciferase reporter, CD40L-induced, 4 h; inhibition, % at 10 µM; 83,000 compounds, 0.94% hits; AID 1053188;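 active = mean inhibition of at least 50% with a set share of replicates also reaching that level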;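 also: 0% = neutral control wells and 100% = IKK inhibitor VII at 50 µM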
The depositor's hits bear a star; & = joins results of further samples; [ ] = another dose, or the depositor's remark. An excerpt; count on the stated rates, not on these rows.

SMILES	BL2 CD40 inh
COC(=O)c1ccccc1NC(=O)COC(=O)Cc1ccc(S(=O)(=O)N2CCOCC2)s1	11
COc1ccc(NC(=O)CSc2ccc(NC(C)=O)cc2)cc1S(=O)(=O)N1CCOCC1	1
O=C(NCCc1ccccc1)c1ccc2c(c1)N(Cc1ccccc1)C(=O)CS2=O (stereo unspecified)	7
O=C(c1ccccc1)N1CC(=O)N2[C@H](CO)[C@@H](c3ccc(-c4ccccc4)cc3)[C@H]2C1	5[25 µM]
Cc1c(Cl)cnc(NC(=O)COC(=O)/C=C/c2ccco2)c1Cl	2
O=C(CC(CC(=O)c1ccccc1)c1ccncc1)c1ccccc1	-1
COc1cccc(NC(=O)C[C@@H]2CC[C@H]3[C@H](COc4ccc(NC(=O)C5CCCC5)cc4C(=O)N3C)O2)c1	-4
CN(CCCNC(=O)CCC(=O)N1CCOc2ccccc21)Cc1ccccc1	5
O=C(NCCC1=CCCCC1)c1cc(S(=O)(=O)N2CCOCC2)ccc1F	36
CCn1cc(Br)c(-c2nc3ccccc3c(=O)n2N)n1	-42
CCn1c(NCc2ccccn2)nc2ccccc21	-15
CN1CCN(C(=O)c2cc3c(s2)-c2ccccc2S(=O)(=O)C3)CC1	-25
COc1ccc2c3c(n(C)c2c1)[C@H](CO)N(C)CC31CCN(C(=O)c2ccccc2F)CC1	1[25 µM]
CN(C)C(=O)c1ccc(NC(=O)COC(=O)C2CCN(S(=O)(=O)c3ccc4c(c3)OCCO4)CC2)cc1	-1
O=C(Nc1nnc(C2COc3ccccc3O2)o1)c1ccc(F)cc1 (stereo unspecified)	0
C[C@H]1CN([C@@H](C)CO)C(=O)c2c(c3ccccc3n2C)-c2ccccc2CO[C@@H]1CN(C)Cc1cccc(O)c1	19
NC(=O)c1ccc(SCC(=O)OCC(=O)NCc2cccs2)c([N+](=O)[O-])c1	2
COc1ccc2c(C)cc(SCC(=O)NC3CCCCC3)nc2c1	7
Nc1c(-c2cccs2)cnc2c(-c3ccc(F)cc3)cnn12	-117
CCOC(=O)c1c(CN(CC)CC)oc2ccc(OC)cc12	-7
CCc1cc(C(=O)N2CCCC(C(=O)c3cccc4ccccc34)C2)n(C)n1 (stereo unspecified)	22
Cc1cc(C(=O)Nc2ccc(N3CCCCC3)cc2)no1	31
COC(=O)C1C/C(=N/NS(=O)(=O)c2ccc(C)cc2)CS1 (stereo unspecified)	9
CN(C)S(=O)(=O)c1ccc(C(=O)Nc2nc(-c3cc4ccccc4o3)cs2)cc1	-7
Cc1ccc(C(=O)N2CCc3ccccc3C2)cc1S(=O)(=O)N1CCOCC1	0

Fetched by structure from above (two):
SMILES	BL2 CD40 inh
Nc1c(-c2cccs2)cnc2c(-c3ccc(F)cc3)cnn12	-117
COc1cccc(NC(=O)C[C@@H]2CC[C@H]3[C@H](COc4ccc(NC(=O)C5CCCC5)cc4C(=O)N3C)O2)c1	-4

Later entries.
SMILES	BL2 CD40 inh
OCCN(Cc1ccccc1)CC(O)COc1ccc2c(c1)OCO2 (stereo unspecified)	12
COc1ccccc1N1CCN(S(=O)(=O)CCNC(=O)C2CCCC2)CC1	1
Cc1[nH]c(=S)[nH]c(=O)c1Cc1ccc(OCC(C)C)cc1	-15
Fc1ccc(OCCOCCOc2cccc3[nH]ccc23)cc1	21
COCC(=O)N1[C@H](C#N)[C@@H](c2ccccc2)[C@H]1CO	-3[25 µM]
COc1ccccc1-c1ccccc1[C@H]1[C@@H](C#N)N(C(=O)CN(C)C)[C@@H]1CO	-3[25 µM]
O=C(NCc1ccc(F)cc1)c1cc(C2CCCCN2C(=O)c2ccc(Cl)cc2)on1 (stereo unspecified)	10
NC1=NC2(CS1)CSC(N)=N2	11
COc1cc(Cl)cc2c1Sc1ccccc1/C2=C/CCN(C)C	-8
NC(=O)Cc1ncc(C(F)(F)F)cc1Cl	-16
Cc1ccc(N(CC(=O)N2CCc3ccccc32)C2=NC(=O)CS2)cc1	0
COc1cccc(CNS(=O)(=O)/C=C/c2ccc3c(c2)OCO3)c1	8
CCOc1ccc(NS(=O)(=O)c2ccc(C(=O)NCc3ccccn3)cc2)cc1	8
COc1ccccc1NC(=O)N1C[C@H]2[C@@H](c3ccccc31)[C@H](CO)N2CC1CCOCC1	-3[25 µM]
O=C(COC(=O)C1CC2C=CC1C2)Nc1cccc(S(=O)(=O)N2CCCCC2)c1 (stereo unspecified)	25
NS(=O)(=O)c1ccc(NC(=O)CCCC(=O)O)cc1	15
COc1ccccc1-c1ccc([C@H]2[C@@H](CO)N[C@@H]2CNC(=O)C2CC2)cc1	-1[25 µM]
COc1cccc(CN(C)C(=O)CCN=C2NS(=O)(=O)c3ccccc32)c1	1
O=C(c1cccs1)N(Cc1ccco1)Cc1cc2ccccc2[nH]c1=O	1
CCOc1ccccc1NC(=O)COC(=O)c1c(CC)noc1C	6
Cc1nn(CC(=O)Nc2ccc3c(c2)OCO3)c(C)c1[N+](=O)[O-]	1
NS(=O)(=O)c1ccc(NC(=O)C2CCCN(S(=O)(=O)c3ccc(F)cc3)C2)cc1 (stereo unspecified)	0
CN1C(=O)c2cccc3c(S(=O)(=O)NCCc4ccccc4)ccc1c23	6
CC12CC3CC1C(C(=O)O2)C3C(=O)O (stereo unspecified)	8
O=C(N1CCOCC1)N(CCN1CCOCC1)Cc1cccc2ccccc12	15
Continued.
SMILES	BL2 CD40 inh
Cc1ccc(NC(=O)C(C)OC(=O)Cc2c[nH]c3ccccc23)cc1S(=O)(=O)N1CCOCC1 (stereo unspecified)	7
CCCNC(=O)N1[C@H](C#N)[C@H](c2ccc(C3=CCCCC3)cc2)[C@@H]1CO	61*[25 µM]
CCSc1nc2c(c(=O)[nH]c(=O)n2C)n1C	11
CC(C)N(C(=O)CSc1nnc(CSc2ncccn2)n1C)C(C)C	-6
O=C(c1ccc(F)cc1)N1C[C@@H]2N[C@H](C1)C2c1ccc(-c2ccccc2F)cc1 (stereo partly specified)	4&4[25 µM]
O=C([C@@H]1[C@@H](CO)[C@@H]2Cn3c(cccc3=O)[C@@H]2N1Cc1ccncc1)N1CCCCC1	-6[25 µM]
CC(OC(=O)c1ccc([N+](=O)[O-])cc1)C(=O)NCC1CCCCC1 (stereo unspecified)	1
CCOC(=O)CNC(=O)CN1C(=O)CCSc2ccccc21	10
O=C(Nc1cc(S(=O)(=O)N2CCOCC2)ccc1Cl)c1cc([N+](=O)[O-])ccc1Cl	3
Cc1ccccc1OCc1nc2c3cnn(C)c3ncn2n1	-86
NC(c1csc(NC(=O)Nc2cccc(C(F)(F)F)c2)n1)C1CCCCC1 (stereo unspecified)	77*
CC(C)C[C@@H]1COCc2cn(nn2)CC[C@H](Cc2ccc(-c3ccccc3)cc2)C(=O)N1	-4
O=C(CCN1C(=O)COc2ccccc21)NCCN1CCOCC1	8
CN(C)c1ccc2c(c1)[C@@H]1C[C@@H](CC(=O)NCc3ccccn3)O[C@H](CO)[C@@H]1O2	-2[25 µM]
COc1ccc2c3c([nH]c2c1)[C@H](CO)N(C(=O)Nc1c(C)noc1C)CC31CN(CC2CCOCC2)C1	-10[25 µM]
O=C(Nc1nonc1NC(=O)C1CCCCC1)C1CCCCC1	-33
CN(CC(=O)Nc1cccc(F)c1)C(=O)c1ccncc1	2
COc1ccc(OC)c(NC(=O)Cn2c(CCC(=O)O)ccc2-c2ccc(C)cc2)c1	-6
CC(C)NC(=O)N1CC[C@@H]2[C@H]1c1cc(Br)ccc1N(C)[C@H]2CO	16[25 µM]
O=C(CCCC(=O)NC1CCCC1)NC1CCCC1	4
CCOC(=O)c1ccc(NC(=O)N2CCN(C3CCCCC3)CC2)cc1	9
O=C(Nc1ccc2oc(-c3ccncc3)nc2c1)c1ccc2c(c1)OCO2	7
O=C(NC1CCCCC1)N1CC(=O)N2[C@H](CO)[C@@H](c3ccc(-c4cccnc4)cc3)[C@@H]2C1	-3
COc1ccc(CCNC(=O)COC(=O)c2cccs2)cc1	1
CN(C)c1cccc2c1c(NC(=O)c1ccc(F)cc1)nn2C	16
Other entries:
SMILES	BL2 CD40 inh
O=C(COc1ccc(S(=O)(=O)N2CCOCC2)cc1)Nc1ccccc1F	-3
COc1ccc(C2C3=C(OC(C)=O)c4ccccc4C3=Nc3c2c(=O)n(C)c(=O)n3C)cc1 (stereo unspecified)	1
COc1ccc(CCN2CC(C(=O)OC(C)C(=O)Nc3ccc(NC(C)=O)cc3)CC2=O)cc1OC (stereo unspecified)	5
CCCNC(=O)N(C)C[C@H]1Oc2cc(-c3ccccc3)ccc2S(=O)(=O)N([C@H](C)CO)C[C@@H]1C	7[25 µM]
O=C(c1cccc(C(F)(F)F)c1)c1c[nH]c(C(=O)NCC2CCCO2)c1 (stereo unspecified)	5
CCOC(=O)Cc1csc(NC(=O)CCC(=O)O)n1	19
CC1(C)Cc2c(sc3nc(NCCN4CCOCC4)n4ncnc4c23)CO1	13
O=C(CN1CCC(Cc2ccccc2)CC1)Nc1ccc2c(c1)OCCO2	5
Cc1cc(C)n(CCOc2nonc2N)n1	7
COCC(=O)Nc1nc(-c2ccc(-c3ccccc3)cc2)cs1	-45
Cn1c(N)c(C(=O)COC(=O)c2cccc(S(=O)(=O)N3CCOCC3)c2)c(=O)n(C)c1=O	-7
N#Cc1c(NC(=O)CCC(=O)O)sc2c1CCCCC2	-4
CC(C)C(=O)Nc1cccnc1	16
Cc1ccc(-c2nn(CC(=O)Nc3cccnc3)c(=O)c3ccccc23)cc1	3
COCCNC(=O)c1ccc2c(=O)n(CCOC)c(=O)[nH]c2c1	14
Cc1ccc(NC(=O)COC(=O)CNC(=O)c2ccc(Cl)cc2Cl)cc1S(=O)(=O)N1CCOCC1	10
Cc1cc2n(n1)C(c1ccc3c(c1)OCO3)Nc1ccccc1-2 (stereo unspecified)	-23
CCc1ccccc1NC(=O)CNC(=O)CNC(=O)C1CCCCC1	5
COc1ccc(/C=C/C(=O)NC(C)C)cc1Br	-20
Cc1[nH]c(=O)[nH]c(=O)c1NC(=O)c1cccs1	7
O=S(=O)(Nc1ccccc1)C1CCCCC1	2
c1ccc(-c2ccc(CN3CCSCC3)cc2)cc1	-43
c1ccc2nc(-c3nccs3)ccc2c1	-40
CC1(Oc2cccc(C#N)c2)CCN(Cc2csc3ccccc23)C1 (stereo unspecified)	-7
O=C(O)CCCNc1ccc(S(=O)(=O)Nc2ccccc2C(=O)O)cc1C(=O)O	11

Brought forward from above: six compounds; new compounds follow.
SMILES	BL2 CD40 inh
Cc1[nH]c(=O)[nH]c(=O)c1NC(=O)c1cccs1	7
O=S(=O)(Nc1ccccc1)C1CCCCC1	2
c1ccc(-c2ccc(CN3CCSCC3)cc2)cc1	-43
c1ccc2nc(-c3nccs3)ccc2c1	-40
CC1(Oc2cccc(C#N)c2)CCN(Cc2csc3ccccc23)C1 (stereo unspecified)	-7
O=C(O)CCCNc1ccc(S(=O)(=O)Nc2ccccc2C(=O)O)cc1C(=O)O	11
Cc1noc(C)c1C(=O)Nc1nc(-c2ccc(F)cc2)cs1	-14
O=C(CCNC(=O)c1ccccc1Cl)Nc1nc(-c2ccc(F)cc2)cs1	1
O=C(O)C1CC2C3CC(C(=O)O)C(C3)C2C1 (stereo unspecified)	13
CCc1cc2c(NCC(=O)O)ncnc2s1	24
Clc1nnc(Cl)c2c1ncn2Cc1ccccc1	20
CN(C)c1nc(N)c(C(=O)Nc2cccnc2)nc1Cl	-11[25 µM]
Cc1ccc(S(=O)(=O)NC(=O)c2cc(C)n(CCCn3ccnc3)c2C)cc1	6
C[C@H](CO)N1C[C@H](C)[C@@H](CN(C)S(=O)(=O)c2ccc(Cl)cc2)OCc2ccccc2-c2c(n(C)c3ccccc23)C1=O	17
CC(OC(=O)c1ncc(Cl)c(Cl)c1Cl)C(=O)NC1CCCCC1C (stereo unspecified)	2
COc1ccc(C2=NOC(C(=O)NCc3cccnc3)C2)cc1OC (stereo unspecified)	7
Cn1cnc(CCNC(=O)C[C@@H]2CC[C@@H]3[C@H](COC[C@@H](O)CN3C(=O)Nc3ccc(C(F)(F)F)cc3)O2)c1	52*[25 µM]
C[C@@H]1CN([C@@H](C)CO)C(=O)c2cc(-c3cccc(C(=O)N(C)C)c3)cnc2O[C@@H]1CN(C)S(=O)(=O)c1ccc(F)cc1	-11[25 µM]
CNC(=O)OCc1cocc1COC(=O)NC	20
O=C(NCC[C@H]1CC[C@@H](NS(=O)(=O)Cc2ccccc2)[C@@H](CO)O1)C1CCCC1	3
CC(C)(C)Sc1ccc(/C=N/O)cc1[N+](=O)[O-]	-2
O=S(=O)(c1ccccc1)N1C[C@@H]2[C@H](c3ccccc31)[C@H](CO)N2Cc1ccc(F)cc1	13[25 µM]
COCCn1c(N)c(N(Cc2ccccc2)C(=O)c2ccc(-c3ccc(Cl)cc3)o2)c(=O)[nH]c1=O	4
Cc1ccc(-c2nnc(-c3ccc(NC(=O)Cc4cccs4)cc3)o2)cc1	-6
CN(C)C(=O)c1ccc(-c2ccc([C@@H]3[C@H](C#N)N(C(=O)C4CC4)[C@H]3CO)cc2)cc1	-10[25 µM]
O=C(COc1ccc2ccccc2c1Br)Nc1ncn[nH]1	-28
COc1cc2nc(C)sc2cc1SC	-1
Cc1nnsc1C(=O)Nc1ccc(S(=O)(=O)N2CCCCC2)cc1	6

4 entries from above, arranged by length of the SMILES, falling.
SMILES	BL2 CD40 inh
C[C@H](CO)N1C[C@H](C)[C@@H](CN(C)S(=O)(=O)c2ccc(Cl)cc2)OCc2ccccc2-c2c(n(C)c3ccccc23)C1=O	17
O=C(NCC[C@H]1CC[C@@H](NS(=O)(=O)Cc2ccccc2)[C@@H](CO)O1)C1CCCC1	3
Cc1ccc(-c2nnc(-c3ccc(NC(=O)Cc4cccs4)cc3)o2)cc1	-6
COc1ccc(C2=NOC(C(=O)NCc3cccnc3)C2)cc1OC (stereo unspecified)	7

In another format: entries from further up.
smiles,BL2 CD40 inh
Cc1ccc(-c2nnc(-c3ccc(NC(=O)Cc4cccs4)cc3)o2)cc1,-6
CN(C)C(=O)c1ccc(-c2ccc([C@@H]3[C@H](C#N)N(C(=O)C4CC4)[C@H]3CO)cc2)cc1,-10[25 µM]
